p53 reactivator – restores transcriptional activity of mutant p53; 320,000 compounds, 0.063% hits; H1299 p53-A138V BP100-luciferase reporter, luminescence, 24 h; Potency, µM (doses to about 92.2 µM), for inactives: at the highest dose activity change, positive = activation, actives largely listed as activators; also: potency is read from the fitted curve at half-maximal effect; % of control where 0% means no effect; nearly all actives have a fitted effect of over 45% in size
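p53-null H1299 cells stably carrying temperature-sensitive p53-A138V and a BP100-luciferase reporter were pinned with compounds (4-point, 1:5 series) and held 24 hrs at 37 deg C. Luminescence was read 10 min after detection reagent.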
ELG1 repair inh – blocks ELG1-dependent DNA repair in HEK293T cells; HEK293T ELG1-luciferase reporter, luminescence, 16 h; DNA damage induced by 5-fluorouridine; Potency, µM (series often up to 46.1 µM), inactives show at the top dose activity change, negative = inhibition, most hits filed as inhibitors; 330,000 compounds, 2.3% hits; also: potency is read from the fitted curve at half-maximal effect; % is scaled to controls: 0 for no effect and ±100 for the full control effect; nearly all actives have a fitted effect of over 55% in size
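Reporter activity after DNA damage by 5-fluorouridine is monitored. Compound-treated cells incubate 16 hr at 37 °C, then ONE-Glo is added for 30 min before luminescence reading.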
FLuc modulator – firefly luciferase modulation, counter-screen for miR-21 project; P08659; purified FLuc, Km substrates, luminescence inhibition; Potency, µM (top dose mostly 57.5 µM), for inactives: at the top dose activity change, negative = inhibition, actives largely listed as inhibitors; 360,000 compounds, 6.9% hits; AID 588342;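 also: potency is read from the fitted curve at half-maximal effect; plate controls were vehicle for no effect and reference inhibitor for full effect; nearly all actives have a fitted effect of over 55% in size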
Target sequence (P08659 whole entry, looked up): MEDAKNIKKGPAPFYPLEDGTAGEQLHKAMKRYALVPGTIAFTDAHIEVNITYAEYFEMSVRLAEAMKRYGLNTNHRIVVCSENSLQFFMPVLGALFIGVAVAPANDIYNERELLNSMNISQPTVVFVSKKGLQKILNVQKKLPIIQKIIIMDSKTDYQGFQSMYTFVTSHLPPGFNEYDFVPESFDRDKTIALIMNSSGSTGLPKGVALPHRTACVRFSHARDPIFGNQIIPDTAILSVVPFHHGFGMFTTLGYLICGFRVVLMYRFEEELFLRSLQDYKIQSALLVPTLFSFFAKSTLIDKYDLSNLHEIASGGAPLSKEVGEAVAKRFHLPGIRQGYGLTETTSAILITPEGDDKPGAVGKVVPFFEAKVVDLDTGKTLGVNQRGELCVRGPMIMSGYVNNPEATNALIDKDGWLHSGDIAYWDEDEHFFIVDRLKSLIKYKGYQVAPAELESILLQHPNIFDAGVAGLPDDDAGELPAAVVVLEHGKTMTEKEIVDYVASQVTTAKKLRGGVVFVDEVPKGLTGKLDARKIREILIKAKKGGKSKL
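Purified P. pyralis luciferase, 10 nM final, with Km-level 10 uM D-luciferin and 10 uM ATP in 50 mM Tris acetate pH 7.5, 10 mM Mg acetate, 0.01% Tween-20, 0.05% BSA; 6-point qHTS titration about 60 µM downward; luminescence read.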
Tb PFK inh – T. brucei PFK enzyme inhibition. O15648. T. brucei PFK, ADP-Glo luminescence. Potency, µM (highest dose often 57.5 µM), for inactives: at the highest dose activity, negative = inhibition, most hits filed as inhibitors. 330,000 compounds, 0.17% hits;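 also: potency is read from the fitted curve at half-maximal effect; 0% = uninhibited 1x PFK enzyme wells and -100% = no-enzyme wells; nearly all actives have a fitted effect of over 60% in size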
Target sequence (O15648 whole entry, looked up): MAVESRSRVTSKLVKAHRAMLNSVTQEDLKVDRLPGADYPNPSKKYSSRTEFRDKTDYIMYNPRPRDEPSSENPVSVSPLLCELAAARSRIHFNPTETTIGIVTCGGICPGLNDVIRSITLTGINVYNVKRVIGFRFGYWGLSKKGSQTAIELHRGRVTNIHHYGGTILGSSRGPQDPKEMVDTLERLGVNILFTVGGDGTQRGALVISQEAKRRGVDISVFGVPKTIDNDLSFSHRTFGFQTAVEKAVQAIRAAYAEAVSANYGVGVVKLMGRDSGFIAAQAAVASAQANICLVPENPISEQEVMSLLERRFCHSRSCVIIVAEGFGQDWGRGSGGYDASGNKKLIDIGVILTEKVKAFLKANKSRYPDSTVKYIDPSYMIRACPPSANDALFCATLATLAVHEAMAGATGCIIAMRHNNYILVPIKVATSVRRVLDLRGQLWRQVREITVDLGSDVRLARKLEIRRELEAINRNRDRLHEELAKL
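Activity is normalized to no-enzyme wells (full inhibition) and 1.25 nM enzyme wells (no inhibition). Reaction: 0.5 mM F6P, 0.1 mM ATP, 45 min RT, ADP-Glo luminescence; concentration-response curves fitted and classed by quality.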
RORg inh – inhibitors of mouse ROR gamma transcriptional activity; Potency, µM (series often up to 53.6 µM), without a hit: at the highest dose activity change, negative = inhibition, hits mostly inhibitors; Drosophila S2 Gal4-RORgamma UAS-luciferase reporter, 20 h; AID 2551; P51450; 310,000 compounds, 5.4% hits; also: potency is read from the fitted curve at half-maximal effect; % is scaled to controls: 0 for no effect and ±100 for the full control effect; nearly all actives have a fitted effect of over 60% in size
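Luciferase reporter read in Schneider cells carrying Gal4-RORγ (mouse) and UAS-Photinus luciferase; cells given compound 1 h before 700 uM copper sulfate induction, then incubated 20 h at ambient temperature.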
TRPV1 agonist – agonists of human vanilloid receptor 1 (TRPV1) | Q8NER1 | TRPV1-expressing cells, Fluo-8 calcium influx, agonist mode | activation, % at 8.33 µM | 320,000 compounds, 0.19% hits | AID 540275; in the data active = activation above about 80%; inconclusive = between about 30% and that limit; also: 0% is about no effect
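TRPV1-expressing cells were cultured overnight at 35.5C and loaded with Fluo-8 calcium dye for 40 to 90 min at room temperature. After a 10 s baseline, compound was added and calcium influx was read kinetically for 3 min (ex 480/em 520 nm).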
NPC1 prom act – NPC1 promoter activation; 320,000 compounds, 2.4% hits; Huh7 NPC1 promoter luciferase reporter, 24 h; AID 485313; Potency, µM (titrated, usually from 9.22 µM), without a hit: top-dose activation, usual class: activators;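 also: potency is read from the fitted curve at half-maximal effect; % of control where 0% means no effect; nearly all actives have a fitted effect of over 60% in size; reporter is driven by a mutant NPC1 promoter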
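Quantitative HTS used a cell-based reporter: Huh7 cells stably bearing the NPC1 promoter upstream of luciferase were treated with compounds for 24 h, and promoter activation was read as luminescence.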
ELG1 genotoxic – inducers of genotoxicity in HEK293T ELG1-luciferase cells; Potency, µM (top dose mostly 46 µM), without a hit: at the top dose activity change, positive = activation, usual class: activators; HEK293T ELG1-luciferase reporter, luminescence, 16 h; 330,000 compounds, 1.3% hits; also: potency is read from the fitted curve at half-maximal effect; % of control where 0% means no effect; nearly all actives have a fitted effect of over 60% in size
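Reporter readout depends on ELG1 protein level, which increases with genetic stress. After 16 hr compound exposure at 37 °C, luciferase activity was quantified using ONE-Glo.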
Rab9 promoter act – activators of Rab9 promoter; Huh7 Rab9 promoter-luciferase reporter, luminescence, 24 h; Potency, µM (titrated, usually from 9.22 µM), for the others: at the top dose activation, negative = inhibition, usual class: activators; 320,000 compounds, 2.8% hits; AID 485297; also: potency is read from the fitted curve at half-maximal effect; % of control where 0% means no effect; nearly all actives have a fitted effect of over 60% in size
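Promoter activation is measured as luciferase luminescence in Huh7 cells stably transfected with a Rab9 promoter–luciferase construct, following 24 h compound exposure at 37 °C and 10 min reagent incubation at ambient temperature.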
BRCA1 expr act – BRCA1 expression activation. MCF7-BRCA1-FFLuc reporter, luminescence, 48 h; response scale: scaled: vehicle 0%, 10 µM genistein 100%. Potency, µM (highest dose often 46.1 µM), inactives show at the highest dose activation, usual class: activators. 380,000 compounds, 1.1% hits; also: potency is read from the fitted curve at half-maximal effect; nearly all actives have a fitted effect of over 80% in size; some results filed as inactive show a strong effect at the top dose
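Quantitative HTS in MCF7 cells stably reporting BRCA1 expression via firefly luciferase. Compound treatment lasts 48 h at 37 °C in phenol-red free MEM. Activation is expressed relative to genistein at 10 microM and DMSO.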
VP16 counter – inhibits Gal4-VP16 luciferase reporter, ROR gamma counter-screen; Potency, µM (highest dose often 53.6 µM), for inactives: top-dose activity, negative = inhibition, hits mostly inhibitors; 310,000 compounds, 3.5% hits; Drosophila S2 Gal4-VP16 UAS-luciferase, luminescence, 20 h;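 also: Gal4-VP16 expression switched on by copper sulfate through the metallothionein promoter; potency is read from the fitted curve at half-maximal effect; % is scaled to controls: 0 for no effect and ±100 for the full control effect; nearly all actives have a fitted effect of over 50% in size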
The depositor's hits bear a star; ? = inconclusive; · = not tested or not shown; & = joins results of further samples; [ ] = dose if it differs, or a comment. Unless noted, calls follow the shape of the dose curve; as a rule, active = well fitted curve in the direction sought with a large enough effect; inconclusive = small, poorly fitted or top-dose-only effect, or another doubt; inactive = no such curve, though single readings can be large; an effect the other way counts as inactive or inconclusive. Some of the compounds tested; the hit share may differ from the screen's.

SMILES | RORg inh | FLuc modulator | Tb PFK inh | NPC1 prom act | Rab9 promoter act | BRCA1 expr act | p53 reactivator | ELG1 repair inh | TRPV1 agonist | ELG1 genotoxic | VP16 counter
CC(Cc1ccccc1)NC(=O)Cc1ccc(N(C)C)cc1 (stereo not given) | 25.8% | 1.1% | 0.8% | 0.1% | 0.8% | -9.5% | 5.8% | 5.2% | 0.9 | 2.3% | 24.5%
CC(C(=O)N1CCC2(CC1)OCCO2)C1Sc2ccccc2NC1=O (stereo not given) | 1.3% | -0.8% | 6.4% | -7.5% | -7.3% | 18.3% | 2.0% | 0.5% | -3.0 | -2.6% | -23.3%
Oc1ccc2c3c1OC1c4oc5ccccc5c4C[C@@]4(O)[C@@H](C2)N(CC2CC2)CC[C@]314 (stereo not given in full) | · | · | -4.6% | · | · | -10.6% | -0.8% | 1.4% | · | -0.9% | ·
COc1ccc(C2CN(C)CC2C(=O)c2ccc(F)cc2)cc1Cl (stereo not given) | 11.0% | -4.8% | -7.5% | -4.6% | -4.2% | -37.3% | -0.8% | 5.3% | -0.9 | 0.1% | 8.5%
O=C(Oc1ccc([N+](=O)[O-])cc1)N1CCC(N2CCCCC2)CC1 | 8.5%&-9.5% | 1.2% | -0.7% | -1.6% | -8.4% | -0.4% | 3.4% | 12.3% | 4.5 | 1.8% | -4.0%&7.4%
COC(=O)C1=C(c2cccc(Cl)c2)C[C@@H]2CC[C@H]1N2C(=O)NCC1CC1 | · | 0.0% | -0.1% | -2.4% | -11.6% | -17.7% | -0.5% | 12.8% | 6.2 | -4.6% | ·
CC1(C)CN=C(Nc2nc3ccccc3s2)S1 | 8.91µM* | 3.38µM* | 2.2% | 1.78µM* | 0.631µM* | · | ? | ? | 15.2 | 5.8µM* | ?
COC(=O)C1=Nc2ccccc2/C1=C\c1c(O)n(C)c(=O)n(C)c1=O | -1.3% | ? | 9.7% | -1.2% | -7.0% | -1.5% | -3.0% | -1.6% | -1.8 | -10.0% | 0.6%
O=c1[nH]c(=O)n(Cc2ccco2)c(O)c1C=NC1CC1 | 1.2%[10 µM] | 5.6% | -3.5% | 0.7% | -1.2% | -1.0% | -2.8% | 5.4% | 0.7 | -2.8% | -4.3%
O=C1CN=C(c2ccccc2)c2ccccc2N1 | 2.0% | 0.9% | -0.8% | -3.5% | -0.8% | 11.7% | -0.7% | 3.6% | 14.2 | 1.3% | 11.4%
CNC(=O)Oc1ccc(N(C)C)cc1C(C)C | -10.6% | 1.6% | -0.9% | 10.0% | -2.5% | 1.6% | 3.8% | 3.1% | -9.5 | -3.5% | 3.4%
COc1ccc(CNCCc2ccc(Cl)cc2)c(OC)c1OC | -21.5% | 1.3% | -9.9% | -0.4% | -8.7% | · | · | ? | -0.7 | -18.6% | -11.0%
O=[N+]([O-])c1ccc(N2CCNCC2)c(Cl)c1 | -12.5% | 1.5% | -11.0% | -0.6% | 0.9% | -17.7% | -2.7% | -9.7% | 1.0 | -2.2% | -1.4%
CC[N+](C)(CC)CCCOC(=O)C(O)(c1ccccc1)C1CCCCC1 (stereo not given) | 0.6% | 0.6% | -1.7% | -1.6% | 0.0% | -1.3% | -3.8% | 8.1% | 0.8 | -0.7% | 1.3%
CC1CCN(CC#CCOc2ccc(Cl)cc2)CC1 | 19.2% | ? | -1.2% | 0.5% | -1.5% | 16.3% | ? | -14.8% | -2.7 | -5.7% | -2.2%
COC(=O)C1=C(c2ccc(F)cc2OCc2ccccc2)C[C@@H]2CC[C@H]1N2C(=O)NCc1ccccc1 | · | -0.3% | 0.8% | -8.8% | -1.7% | -12.3% | -12.6% | ? | 11.9 | -3.9% | ·
COc1ccc(CCN2CCCC(CN(C)C(=O)c3cc(C)oc3C)C2)cc1 (stereo not given) | -10.2% | 13.5µM* | 0.1% | 2.51µM* | 2.24µM* | 7.94µM* | 35.5µM* | ? | 3.7 | 18.3µM* | 23.3%
CCCCn1c(O)c(C=NCc2ccc3c(c2)OCO3)c(=O)[nH]c1=O | -20.8% | -3.1% | 0.1% | 0.2% | 1.0% | -6.7% | 0.1% | ? | 16.7 | 0.0% | ?
COc1ccc(CCn2c(O)c(C=Nc3ccc(NC(C)=O)cc3)c(=O)[nH]c2=O)cc1OC | -14.4% | -8.8% | 2.9% | -2.9% | 0.3% | -7.3% | -1.5% | 0.9% | 1.1 | -1.3% | -10.9%
COc1cc(C2SCC(=O)Nc3c2c(=O)[nH]n3C2CCCCCC2)cc(OC)c1OC (stereo not given) | 19.1% | 0.7% | 4.6% | -3.2% | 13.1% | -1.1% | -2.6% | 17.8% | 0.4 | 2.1% | -13.9%
CC(=O)N1CN2CN(C(C)=O)CC(C(=O)c3ccccc3)(C2)C1 | 0.6% | 2.3% | -0.9% | -1.1% | -1.7% | 0.5% | -1.3% | 1.0% | 0.9 | 0.8% | -13.0%
COC(=O)C1=C(c2cccc(OCc3ccccc3)c2)C[C@@H]2CC[C@H]1N2C(=O)NCCCOC(C)C | · | 5.3% | 1.0% | -7.0% | -7.2% | -6.2% | -10.7% | 0.0% | 11.4 | -2.3% | ·
O=C(Cn1c(=O)n(CC2CS2)c2ccccc21)N1CCCCC1 (stereo not given) | 39.4% | 0.2% | -1.0% | -10.9% | -11.7% | -2.9% | ? | 2.2% | -0.6 | -0.2% | 20.1%
CC(=O)O[C@@]12CO[C@@H]1C[C@H](OC1OCC(O)C(O)C1O)[C@@]1(C)C(=O)[C@H](O)C3=C(C)[C@@H](OC(=O)[C@H](O)[C@@H](NC(=O)c4ccccc4)c4ccccc4)C[C@@](O)([C@@H](OC(=O)c4ccccc4)C12)C3(C)C (stereo not given in full) | 8.8% | 0.7% | -4.5% | -32.0%[inhibitor] | -15.7% | -64.3% | -0.1% | -21.9% | 3.0 | 2.7% | -20.0%
O=[N+]([O-])[N-][n+]1cnn(Cc2ccc(Cl)cc2)c1 | -4.8% | 3.9% | -6.4% | -1.1% | 10.0% | -19.6% | 2.4% | 1.2% | -1.5 | -20.8% | 3.7%
Cc1ccc(C(C)C)c(OCCn2c(=O)oc3ccccc32)c1 | 10µM* | 0.4% | -0.3% | 0.4% | -8.6% | -10.6% | -1.7% | 22.5% | 0.3 | ? | ?
O=C1C2CCCN2C(c2cccnc2)N1c1ccc(Cl)c(Cl)c1 (stereo not given) | 38.7% | -1.7% | -4.7% | 0.3% | -1.8% | -30.9% | -5.8% | -0.7% | 23.1 | 5.4% | -7.6%

Part of the list above, field by field.
O=[N+]([O-])c1ccc(N2CCNCC2)c(Cl)c1
  RORg inh: -12.5% | FLuc modulator: 1.5% | Tb PFK inh: -11.0% | NPC1 prom act: -0.6% | Rab9 promoter act: 0.9% | BRCA1 expr act: -17.7% | p53 reactivator: -2.7% | ELG1 repair inh: -9.7% | TRPV1 agonist: 1.0 | ELG1 genotoxic: -2.2% | VP16 counter: -1.4%
CC[N+](C)(CC)CCCOC(=O)C(O)(c1ccccc1)C1CCCCC1 (stereo not given)
  RORg inh: 0.6% | FLuc modulator: 0.6% | Tb PFK inh: -1.7% | NPC1 prom act: -1.6% | Rab9 promoter act: 0.0% | BRCA1 expr act: -1.3% | p53 reactivator: -3.8% | ELG1 repair inh: 8.1% | TRPV1 agonist: 0.8 | ELG1 genotoxic: -0.7% | VP16 counter: 1.3%
